# Compound activity from PubChem BioAssay.
# L3MBTL1 block: qHTS Assay for the Inhibitors of L3MBTL1. Lethal(3)malignant brain tumor-like protein 1 (Homo sapiens), Q9Y468. 230,000 tested, 0.66% active. Potency, µM (series often up to 57.1 µM), for inactives: at the highest dose activity, negative = inhibition, most hits filed as inhibitors. AID 485360, 2010. AlphaScreen L3MBTL1–H3K9me1 peptide binding; active = well fitted inhibition curve with a large enough effect; inconclusive = small, poorly fitted or top-dose-only effect; inactive = no such curve, though single readings can be large or run the other way; note: nearly all actives have a fitted effect of over 60% in size
# Target sequence (Q9Y468 whole entry, looked up): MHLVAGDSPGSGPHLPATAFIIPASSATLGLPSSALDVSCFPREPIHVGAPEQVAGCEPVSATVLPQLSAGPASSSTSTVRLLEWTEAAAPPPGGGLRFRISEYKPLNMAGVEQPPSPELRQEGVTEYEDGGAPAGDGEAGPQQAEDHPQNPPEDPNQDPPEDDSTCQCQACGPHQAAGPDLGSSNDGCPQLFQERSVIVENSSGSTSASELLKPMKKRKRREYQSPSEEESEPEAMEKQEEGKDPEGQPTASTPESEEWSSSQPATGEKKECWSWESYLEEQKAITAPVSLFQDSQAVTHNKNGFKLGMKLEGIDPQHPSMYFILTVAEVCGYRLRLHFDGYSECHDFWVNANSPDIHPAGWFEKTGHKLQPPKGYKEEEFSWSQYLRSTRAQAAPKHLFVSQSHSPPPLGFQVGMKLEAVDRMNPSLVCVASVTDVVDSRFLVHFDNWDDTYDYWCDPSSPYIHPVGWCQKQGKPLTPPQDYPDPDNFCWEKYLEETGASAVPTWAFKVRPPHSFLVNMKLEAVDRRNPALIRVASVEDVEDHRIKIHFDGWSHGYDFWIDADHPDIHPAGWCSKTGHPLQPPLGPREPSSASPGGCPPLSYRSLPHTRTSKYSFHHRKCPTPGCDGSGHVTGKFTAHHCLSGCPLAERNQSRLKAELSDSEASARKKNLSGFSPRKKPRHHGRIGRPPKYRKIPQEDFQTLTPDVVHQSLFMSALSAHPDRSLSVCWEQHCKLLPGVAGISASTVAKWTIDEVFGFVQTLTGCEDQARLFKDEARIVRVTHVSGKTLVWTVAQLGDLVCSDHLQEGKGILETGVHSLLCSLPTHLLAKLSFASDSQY
#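 L3MBTL1 50 nM + b-AHA-H3(1-15)K9me1 75 nM, 30 min RT; compound added, 30 min RT; streptavidin donor/Ni-chelate acceptor beads 10 ug/mL each final, 30 min RT dark; AlphaScreen read.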
# * = called active by the depositor; u = inconclusive; & = joins results of further samples; [ ] = remark or other dose. % is set by controls: 0 for no effect and ±100 for the full control effect; potency is the fitted concentration of half-maximal effect.
molecule,L3MBTL1 block
CC(OC(=O)c1ccccn1)C(=O)Nc1nc(-c2ccc(F)c(F)c2)cs1 (stereo not drawn),-1.2%
CN(c1ccccc1)S(=O)(=O)c1cccc(C(=O)NC2CCCC2)c1,7.5%
NCCCCCNC(=O)c1nc[nH]c1C(=O)NCC(=O)OCc1ccccc1,1.9%
COc1ccc(C2CC(c3cccs3)=NN2C(=O)CCC(=O)O)cc1OC (stereo not drawn),0.7%
COc1ccc2[nH]c3c(c2c1)CCN1C(=O)C(CC(=O)NCc2ccco2)C[C@H](C(=O)N2CCOCC2)[C@@]31CCC1CCCC1 (stereo partly drawn),-8.1%
CC(C(=O)Nc1ccccc1)N1CCN(C(=O)c2ccco2)CC1 (stereo not drawn),9.4%
COc1ccc(S(=O)(=O)N(C)C)cc1NC(=O)c1ccc(OCC(=O)N2CCOCC2)c(OC)c1,-4.3%
COc1ccc(Cl)cc1C(=O)NNC(=O)C1CCCO1 (stereo not drawn),2.9%
O=C(COC(=O)c1ccc(Br)o1)NCc1ccccc1Cl,2.3%
O=C(Nc1ccc(Cl)c(S(=O)(=O)N2CCOCC2)c1)[C@@H]1CCCN1C(=O)c1cccs1,0.0%
CC1CCN(c2ccc3c(c2)S(=O)(=O)c2cccc(C(=O)NC4CCCCC4)c2C3=O)CC1,6.1%
CC1Cc2ccccc2N1C(=O)CN(C)CC(=O)Nc1ccc(F)cc1 (stereo not drawn),-2.2%
CC(C)[C@H](NC(=O)N1CCn2c1nc1ccccc12)C(=O)N[C@H](C(=O)O)c1ccccc1,37.4%
NC(=O)c1ccccc1NC(=O)C1CCCO1 (stereo not drawn),1.8%
O=C(O)CCc1ccc(S(=O)(=O)Nc2cc(C(F)(F)F)ccc2N2CCCC2)cc1,u
CN(CC(=O)Nc1ccc(F)cc1)C(=O)COC(=O)c1ccccc1,-10.2%
COc1ccc(OCC(=O)Nc2nc3cc4c(cc3s2)OCCO4)cc1,9.6%
CCCCn1c(N)c(N(CC(C)C)C(=O)c2ccc(N(C)S(=O)(=O)c3ccc(C)cc3)cc2)c(=O)[nH]c1=O,14.9%
Cc1ccc(S(=O)(=O)N2[C@@H](c3ccc(F)cc3)C(C(=O)O)=CC[C@H]2c2cccc(Cl)c2)cc1,7.1%
NC(=O)C1CCCN(C(=O)c2ccc3c(c2)NC(=O)CS3)C1 (stereo not drawn),-1.1%
COc1ccc(Nc2nnc(-c3ccc(C(=O)NCCO)cc3)c3ccccc23)cc1,2.8%
O=C(CCCCCN1C(=O)c2cccc([N+](=O)[O-])c2C1=O)Nc1ccccc1F,0.1%
COc1ccc(S(=O)(=O)N2CCOC2CNC(=O)C(=O)NCCc2ccccc2)cc1C (stereo not drawn),-0.4%
CCOc1ccc(NC(=S)Nc2ccc(F)cc2)cc1,-3.5%[2.29 µM]

# Individual results from the list.
# L3MBTL1 block, COc1ccc(OCC(=O)Nc2nc3cc4c(cc3s2)OCCO4)cc1 : 9.6%
# L3MBTL1 block, COc1ccc(Nc2nnc(-c3ccc(C(=O)NCCO)cc3)c3ccccc23)cc1 : 2.8%
# L3MBTL1 block, CCCCn1c(N)c(N(CC(C)C)C(=O)c2ccc(N(C)S(=O)(=O)c3ccc(C)cc3)cc2)c(=O)[nH]c1=O : 14.9%

# Further results:
molecule,L3MBTL1 block
CCN(C(=O)CSc1nc2ccc(O)cc2c(=O)n1-c1ccc(OC)c(OC)c1)C1CCS(=O)(=O)C1 (stereo not drawn),-2.6%
Cc1ccccc1NS(=O)(=O)c1ccc(C(=O)NCCCN2CCCC2=O)cc1,-5.7%
O=C(CCCSc1ccccc1)Nc1ccc(Cl)c(S(=O)(=O)N2CCOCC2)c1,0.6%
CC(=O)c1ccc(S(=O)(=O)Nc2ccc(C(=O)N(C)CC(=O)Nc3cccc(C)c3C)cc2)cc1,-1.2%
O=S(=O)(NCCN1CCOCC1)c1cc(Cl)ccc1Cl,0.2%
CCCCN(C/C=C/c1ccccc1OC)Cc1ccccc1,-2.4%
Cc1n[nH]c(=O)c2c(NC(=O)COC(=O)Cc3c(F)cccc3Cl)oc(C)c12,31.5%[activator]
CCOc1ccccc1C(=O)Nc1cccc(-c2ccc(N3CCOCC3)nn2)c1,-4.2%
CCN(CC1COc2ccccc2O1)C(=O)c1ccc(Cl)c(S(=O)(=O)N2CC(C)OC(C)C2)c1 (stereo not drawn),-20.9%
COc1ccc(CCNC(=O)C(=O)NCC2OCCN2S(=O)(=O)c2ccc(C)cc2)cc1OC (stereo not drawn),32.7%[activator]
C=CCN1C(=O)c2ccc(C(=O)N(C)CC(=O)Nc3ccccc3Cl)cc2C1=O,-4.5%
CC(C)(C)c1cc(Cl)ccc1OCCOCCN1CCCC1,-2.2%
Cc1cccc(C)c1OCCn1nnc2ccccc21,16.2%
COc1cc(OC)cc(C(=O)NCC(=O)OCC(=O)Nc2ccc(C)c(S(=O)(=O)N3CCOCC3)c2)c1,-9.7%
O=C(NCC1CCCO1)c1cccc(S(=O)(=O)N2CCCCC2)c1 (stereo not drawn),1.0%
O=C(CN1CCc2ccccc2C1)Nc1ccccc1C(=O)NC1CC1,-2.3%
CSCCC(NC(=O)c1ccccc1Cl)C(=O)Nc1ccc(C)c(S(=O)(=O)N2CCOCC2)c1 (stereo not drawn),11.4%
COc1ccc(CN2c3c(Br)cccc3C(=O)CS2(=O)=O)cc1,-6.2%
CC1=NN(c2ccc(Br)cc2)C(=O)/C1=C/c1ccc(-c2ccccc2C(=O)O)o1,-15.8%
COc1ccc(CC(=O)NNC(=O)c2cc(Cl)ccc2OC)cc1,5.8%
CC(C)c1ccc(CN2CCN(S(=O)(=O)c3ccc(Cl)s3)CC2)cc1,3.1%
Cn1c(=O)n(CCc2ccccc2)c2ccccc21,3.4%
Cc1ccc(C(=O)OCC(=O)NCc2ccc3c(c2)OCO3)o1,2.4%
O=C1CS(=O)(=O)N(Cc2ccccc2F)c2ccc(Br)cc21,2.8%
Cc1cccc(NC(=O)CNC(=O)CCNC(=O)c2ccc(C(C)(C)C)cc2)c1C,-1.3%
CC[C@H](C)Cc1cn([C@@H](CCCCN)C(=O)NCCCCCCCCCCC(=O)N2CCNCC2)nn1,5.4%
O=C(NNC(=O)c1ccccc1F)c1cccc(S(=O)(=O)N2CCc3ccccc32)c1,4.0%
COc1cc(C)c(C)cc1S(=O)(=O)NC1CC(C)(C)NC(C)(C)C1,9.1%
CCN(Cc1ccccc1OC)CC1CCCN(CCc2cccc(OC)c2)C1 (stereo not drawn),1.9%
Nc1c(N(Cc2ccccc2)C(=O)COc2cccc(Cl)c2)c(=O)[nH]c(=O)n1Cc1ccccc1,10.5%
Cc1ccc(C)c(N2CCN(C(=O)CCc3nc(-c4ccccc4F)no3)CC2)c1,0.8%
O=C(O)/C=C/C(=O)c1c(-c2ccccc2)[nH]c2ccccc12,1.2%
O=S(=O)(CCN1CCOCC1)c1ccc(Oc2ccc(S(=O)(=O)CCN3CCOCC3)cc2)cc1,10.1%
Cc1nc(COc2ccc(C(=O)NCc3ccccc3CN3CCCCC3)cc2)cs1,41.9%[activator]
C[C@@]12C(=O)N(Cc3ccc(-c4ccccc4)cc3)CC(=O)N1[C@H](/C=C/c1ccccc1)[C@@H]1C(=O)N(c3ccccc3)C(=O)[C@@H]12,-7.7%
Cc1ccc(S(=O)(=O)N2C[C@@H]3[C@H]4CC[C@H](C4)[C@@H]3[C@@H](C)[C@@H]2C2CCCCC2=O)cc1 (stereo partly drawn),-15.3%
O=C(COc1ccc(-n2cnnn2)cc1)Nc1ccc(F)c(F)c1,-1.9%
COc1ncc(C2=CC(=O)CC(C)(C)C2)cn1,-2.0%
CCc1sc(NC(=O)CN2CCC(C(N)=O)CC2)nc1-c1ccccc1,-1.3%
COc1ccc(C2=NOC(Cn3nc(-c4ccccc4)cc3C(=O)O)C2)cc1 (stereo not drawn),0.3%
O=C(COC(=O)COc1ccc2c(c1)CCC2)Nc1ccccc1,1.7%
Cc1noc(C)c1CSCC(=O)Nc1cc(C(F)(F)F)ccc1N1CCOCC1,1.7%
COc1cccc(-c2sc3ccc(OC)cc3c2C#CC2(O)CCCCC2)c1,15.1%
NC(=O)Nc1ccc(C(=O)OCC(=O)NCc2ccc3c(c2)OCO3)cc1,-6.7%
Brc1ccc(-c2ccc(C3Nc4cccc5cccc(c45)N3)o2)cc1,-8.9%
Cc1ccccc1OCC(=O)OCC(=O)c1cc(C)n(C2CC2)c1C,-1.0%
O=C(NCc1ccc(Cl)cc1)[C@@H]1CCCN1S(=O)(=O)c1ccc(Cl)cc1,6.3%
Brc1ccc(-c2ccc(CNCc3ccccn3)o2)cc1,u
C[C@H](CO)N1C[C@H](C)[C@@H](CN(C)C(=O)NC2CCCCC2)Oc2c(NC(=O)CCC(F)(F)F)cccc2C1=O,-1.1%
Clc1nc(-c2ccccc2)c2ccccc2n1,3.7%
Nc1ccn(CC(=O)N2CCN(c3ccccn3)CC2)c(=O)n1,3.7%
CC1=CN(S(=O)(=O)c2ccc(C)cc2)C[C@@H]2c3ccccc3N(S(=O)(=O)c3ccc(C)cc3)[C@H]12,-0.5%
c1ccc(Cn2ncc3c(N4CCN(C(c5ccccc5)c5ccccc5)CC4)ncnc32)cc1,-2.1%[2.29 µM]
COc1ccc(C(=O)Nc2cc(C)on2)cc1OC,4.0%
Cc1nc(SCc2ccccc2C#N)n[nH]1,5.9%
C=CCOc1ccc(/C=C/C(=O)OCC(=O)N2CCN(C(C)=O)CC2)cc1,7.5%

# Later entries:
molecule,L3MBTL1 block
COc1ccccc1NC(=O)Nc1nc(CC(=O)Nc2cccc(F)c2)cs1,0.2%
N#Cc1ccc(S(=O)(=O)NCC(=O)OCC(=O)N2CCCC2=O)cc1,2.7%
Nc1c(C(=O)CSc2nc(-c3ccccc3)cs2)c(=O)[nH]c(=O)n1C1CC1,2.3%
O=C(C[C@H]1C/C=C\C[C@@H](Cc2ccc(F)cc2)C(=O)OC[C@H]2CCCN2C1=O)N[C@@H](CO)Cc1ccccc1,4.0%
CC1(NC(=O)CN2CCN(c3cnn(-c4ccccc4)c(=O)c3Cl)CC2)CCS(=O)(=O)C1 (stereo not drawn),-9.1%
Cc1[nH]c2ccc(C(=O)OC(C)C(=O)N(C)C3CCCCC3)cc2c1C (stereo not drawn),-24.6%
Cc1ccc2nc(NC(=O)CSc3nc(=O)n(CCCN(C)C)c4c3CCC4)sc2c1,-4.2%
CCOc1ccc(Nc2cc(=O)[nH]c(=O)[nH]2)cc1,2.6%

# Five entries picked at random from the list so far:
molecule,L3MBTL1 block
CC1(NC(=O)CN2CCN(c3cnn(-c4ccccc4)c(=O)c3Cl)CC2)CCS(=O)(=O)C1 (stereo not drawn),-9.1%
COc1ncc(C2=CC(=O)CC(C)(C)C2)cn1,-2.0%
CSCCC(NC(=O)c1ccccc1Cl)C(=O)Nc1ccc(C)c(S(=O)(=O)N2CCOCC2)c1 (stereo not drawn),11.4%
CC(=O)c1ccc(S(=O)(=O)Nc2ccc(C(=O)N(C)CC(=O)Nc3cccc(C)c3C)cc2)cc1,-1.2%
O=C(O)/C=C/C(=O)c1c(-c2ccccc2)[nH]c2ccccc12,1.2%

# Further structures
molecule,L3MBTL1 block
Cc1cc(C)cc(NC(=O)c2cc(C)nc3ccccc23)c1,-4.4%
O=C(COC(=O)CCS(=O)(=O)c1ccccc1)Nc1cc(S(=O)(=O)N2CCCCC2)ccc1Cl,-3.3%
COc1ccccc1CCNC(=O)c1cccc(S(=O)(=O)NCc2ccccc2)c1,5.5%
COc1ccc(S(=O)(=O)NC2CC(=O)N(c3ccc(C)c(C)c3)C2)cc1C (stereo not drawn),2.5%
O=C(CCNC(=O)c1ccc(Cl)cc1)NCCCN1CCOCC1,1.8%
Cc1ccc(OCCCCN2CCc3ccccc3C2)cc1,8.7%
Cn1c2cc(Br)sc2c2cnn(Cc3ccc(F)cc3)c(=O)c21,1.1%
C/C(=N\NC(=O)c1cc(C)oc1C)c1ccc(C)c([N+](=O)[O-])c1,-7.5%
NC(=O)c1cccc(-c2noc(-c3ccccc3F)n2)c1,12.5%&3.5%
Cc1cccc(C)c1NC(=O)CN(C)C(=O)CC1OC(=O)c2ccccc21 (stereo not drawn),11.8%
CC(=O)c1cccc(NC(=O)COC(=O)CCC(=O)c2ccc(F)cc2)c1,4.5%
CC(=O)Nc1ccc(N2Cc3ccccc3C2)cc1,-3.5%
COc1ccccc1CCC(=O)Nc1ccc(S(=O)(=O)Nc2nccs2)cc1,6.5%
CCc1ccccc1NC(=O)CCC(=O)N1CCSc2ccccc21,9.4%
COc1cc2ccccc2cc1C(=O)N1CCCCC1,4.9%
O=Cc1cc(Cl)ccc1OCCN1CCC(Cc2ccccc2)CC1,1.7%
COc1cc(C(=O)NC2CCCC(C)C2C)ccc1OCC(=O)N1CCOCC1 (stereo not drawn),-0.4%
O=C(COc1cccc([N+](=O)[O-])c1)NN1C(=O)c2ccccc2C1=O,27.3%
O=C(CSc1nnc2ccc(-c3cccnc3)nn12)Nc1ccccc1,10.0%
COc1ccc(CNC(=O)[C@H](Cc2c[nH]c3ccccc23)NC(=O)[C@@H]2Cc3ccccc3CN2)cc1,-9.3%
Nc1nnc(SCC(=O)NCCNC(=O)CSc2nnc(N)s2)s1,3.8%
CC1CCN(C(=O)COC(=O)c2ccc(=O)n(Cc3ccccc3)n2)CC1,-11.7%
CCN1C(=O)[C@H]2[C@@H](c3ccc(Cl)cc3)N3C(=O)CN(CCOC)C(=O)[C@@]3(C)[C@H]2C1=O,11.1%

# Only part of the results is shown; the hit share may differ from the screen's.
